# High-throughput results: PubChem, Broad Institute
# C2C12 statin: suppressors of statin myotoxicity in C2C12 myotubes, primary screen, cell-based, single point, plate reader. C2C12 myotubes + simvastatin, ATP luminescence, 48 h; scaled: DMSO 0, geranylgeraniol control 100. AID 602340, 2012. rescue of ATP level, % at 7.49 µM. actives 0.78% (n = 330,000);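 active means mean ATP rescue above about 67%, or every replicate alone reaching that limit, limit read from the data, passing the limit was not always enough; inconclusive means no clear call, values can overlap the other calls; inactive means mean under the limit and some replicate under it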;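 further: myotubes were challenged with 10 µM simvastatin during compound exposure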
# SIRT5 block: SIRT5 desuccinylase inhibitors, primary screen, biochemical, fluorescence imaging, single point, set 5. NAD-dependent protein deacylase sirtuin-5, mitochondrial (Homo sapiens), Q9NXA8. inhibition, % at 15 µM. AID 652115, 2013. Purified SirT5, succinyl-peptide AMC, trypsin-coupled fluorescence. actives 1.1% (n = 330,000); in the data active means inhibition above about 15%; inconclusive means no clear call, values can overlap the other calls
# Target sequence (Q9NXA8 whole entry, looked up): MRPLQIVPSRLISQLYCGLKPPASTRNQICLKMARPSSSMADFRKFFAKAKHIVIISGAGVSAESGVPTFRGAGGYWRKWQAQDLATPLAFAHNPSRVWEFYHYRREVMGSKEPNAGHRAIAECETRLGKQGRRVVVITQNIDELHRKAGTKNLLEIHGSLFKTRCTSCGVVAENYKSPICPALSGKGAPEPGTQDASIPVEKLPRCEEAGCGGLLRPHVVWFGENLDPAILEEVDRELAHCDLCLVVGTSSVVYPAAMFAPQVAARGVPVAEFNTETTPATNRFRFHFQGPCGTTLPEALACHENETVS
# Cneo AK release: Cryptococcus neoformans cell lysis inducers, primary screen, AK release luminescence, single concentration; C. neoformans lysis, adenylate kinase release luminescence, 4 h; normalised: neutral wells 0, clomiphene wells 100; lysis activity, % at 15 µM; actives 0.2% (n = 360,000);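 active means mean lysis activity across replicates of at least 80%, whatever share of replicates individually reach that level; inactive means mean lysis activity below 80%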
#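 Test system: log-phase Cryptococcus neoformans yeast cells. Input: 5 × 10^6 yeast cells/mL. Medium: fresh YPD growth medium. Doses: single dose. Incubation: static 4 h at 37 °C with compound, 1 h detection. Measured by: luminescent adenylate kinase detection reagent. Read-out: signal increase indicating cell lysis. Benchmarks: Clomiphene.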
# miR122 inh: miR-122 Renilla sensor signal increase in Huh7, primary screen, miR-122 inhibitor project, cell-based, single point, plate reader; Huh7 miR-122 Renilla luciferase sensor, 48 h; neutral wells = 0, positive control = 100; activation (reporter increase), % at 12.5 µM; actives 0.3% (n = 340,000); AID 602342, 2012;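 active means mean replicate activation score at least 90 and every replicate individually at or above 90; inconclusive means only one of the two criteria met; inactive means neither criterion met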;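 further: higher luciferase means less miR-122 activity so hits act as miR-122 inhibitors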
# ARNT-TACC3 inh: disruptors of ARNT/TACC3 protein interaction, primary screen, biochemical, AlphaScreen, single concentration | actives 0.66% (n = 390,000) | inhibition, % at 9.99 µM | AlphaScreen His-ARNT PAS-B/GST-TACC3 binding, luminescence; TACC3 fragment carries E629A point mutation | Transforming acidic coiled-coil-containing protein 3 (Homo sapiens), Q9Y6A5;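 active means mean inhibition of replicates at least 50% and at least half of replicates each reaching 50%; inconclusive means half or more replicates reach 50% but mean below 50%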;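 further: 0% = complete ARNT plus TACC3 wells and 100% = ARNT alone without TACC3; many hits fall short of the cut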
# ERp5 inh: inhibitors of ERp5-driven insulin aggregation, primary screen, biochemical, turbidity, absorbance 650 nm, single point | 90 min | inhibition, % at 9.99 µM | actives 0.05% (n = 350,000);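 active means mean replicate inhibition above about 25%, with every replicate also reaching it, limit read from the data, passing the limit was not always enough; inconclusive means only one of those two criteria met; inactive means neither criterion met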
# Target sequence (Q15084 whole entry, looked up): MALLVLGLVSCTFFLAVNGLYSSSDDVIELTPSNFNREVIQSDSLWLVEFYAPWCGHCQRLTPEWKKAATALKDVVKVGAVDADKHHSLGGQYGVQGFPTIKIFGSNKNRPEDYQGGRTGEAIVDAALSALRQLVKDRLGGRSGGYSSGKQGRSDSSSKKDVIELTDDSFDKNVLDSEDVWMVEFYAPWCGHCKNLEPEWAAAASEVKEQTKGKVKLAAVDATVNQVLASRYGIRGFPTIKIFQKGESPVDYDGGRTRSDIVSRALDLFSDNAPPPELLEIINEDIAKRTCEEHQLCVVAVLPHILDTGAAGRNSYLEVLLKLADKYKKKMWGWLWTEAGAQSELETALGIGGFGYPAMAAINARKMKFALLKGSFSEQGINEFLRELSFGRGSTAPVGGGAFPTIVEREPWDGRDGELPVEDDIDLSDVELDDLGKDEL
# esBAF inh: Bmi1 luciferase reporter increase in mESCs, primary screen, esBAF inhibitor project, mouse ES cells, Bmi1 luciferase knock-in, single point; 24 h; 100% = twice the neutral-well signal; reporter increase, % at 12.5 µM; actives 2% (n = 350,000); AID 602393, 2012; in the data active means activation above about 40%; inconclusive means no clear call, values can overlap the other calls;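 further: 0% = median of the plate's neutral control wells and 100% = double that signal; a rise in the Bmi1 reporter signal indicates esBAF inhibition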
# * = called active by the depositor; ? = inconclusive; · = no result given; & = joins results of further samples; [ ] = remark or other dose.
SMILES,C2C12 statin,SIRT5 block,Cneo AK release,miR122 inh,ARNT-TACC3 inh,ERp5 inh,esBAF inh
N#Cc1c(-c2ccc(Br)cc2)nc2n(c1=O)CCCS2,9,·,1,-8,7,·,2
CC(C)NC(=O)Nc1ccc2c(c1)C(=O)N([C@@H](C)CO)C[C@H](C)[C@@H](CN(C)Cc1ccc(C(F)(F)F)cc1)O2,-7,2,-2,0[16.7 µM],2,-3,-6
CC1=C(C(=O)N(C(C)C)C(C)C)CC(CC(=O)NC(c2ccccc2)c2ccccc2)C(=O)N1Cc1ccc(F)cc1 (stereo unspecified),-3,1,-1,2,·,6,5
CCOc1ccccc1NC(=O)CCNS(=O)(=O)c1cccc2nsnc12,17,-1,1,0,-4,-7,-5
Cc1ccc(C)c(N2CCN(S(=O)(=O)c3ccc(-c4cc(C)no4)s3)CC2)c1,0,1,-2,1,0,3,-10
CCc1ccc(NS(=O)(=O)c2cc(OC)ccc2OC)cc1,-2,-2,·,140*,-5,3,-9
Cc1cnc(NC(=O)COc2cccc3c2OC(C)(C)C3)s1,·,·,-1,10,-6,·,·
CC(=O)Nc1ccc(S(=O)(=O)N2CCC(N3CCCC3)CC2)cc1,8,-14,2,-2,-4,-13,2
Nc1nc(CSC(=S)N2CCCCC2)nc(Nc2ccccc2)n1,·,-2,·,·,0,-8,·
CC1CCCCC1NC(=O)COC(=O)COc1ccc(Cl)cc1 (stereo unspecified),-5,·,-2,2,23,·,-3
Cc1c(NC(=O)c2ccccc2N)cccc1C(=O)O,13,·,6,0,-10,·,-2
C[C@@H]1CCCCO[C@@H](CN(C)C(=O)c2ccccc2)[C@H](C)CN([C@@H](C)CO)C(=O)c2cc(NS(=O)(=O)c3ccc(Cl)cc3)ccc2O1,·,-2,-4,-3[16.7 µM],2,6,12
N#C/C(=C\c1ccc(-c2ccccc2[N+](=O)[O-])o1)C(N)=O,·,-2,·,·,2,-5,·
c1ccc(COc2ccc(Nc3ncnc4nc[nH]c34)cc2)cc1,·,·,-4,-5,-5,4,36
COc1ccc(C(=O)CNc2ccc3ccccc3c2)cc1,·,-8,·,5,·,4,·
Cc1ccc(S(=O)(=O)N[C@H]2C=C[C@@H](CC(=O)NCc3ccccc3F)O[C@@H]2CO)cc1,-8,10,-1,2[16.7 µM],30,-1,9
Cc1ccc(C(=O)NNC(=O)C(NC(=O)c2cccc(C)c2)C(C)C)cc1 (stereo unspecified),-2,-12,0,·,-1,-10,8
COc1ccc(C2/C=C\CN(C(=O)Oc3ccc(C(F)(F)F)cc3)CC(=O)N2Cc2ccc(F)cc2)cc1 (stereo unspecified),3,2,4,-4,7,1,-1
Cc1ccn2c(=O)c(C(=O)NCCC3=CCCCC3)c(O)nc2c1,1,-1,-2,1,-13,-4,23
C[C@@H]1CCCCO[C@@H](CN(C)Cc2ccc3c(c2)OCO3)[C@@H](C)CN([C@@H](C)CO)C(=O)c2cc(NC(=O)Nc3ccc(C(F)(F)F)cc3)ccc2O1,·,-8,2,3[16.7 µM],26,0,1
COc1cc(C(=O)NCC(C)C)cc(OC)c1OC,9,·,6,-3,1,·,1
O=C(CCc1nc2ccccc2[nH]c1=O)N/N=C/c1ccccc1,-2,3,0,-1,-5,9,4
O=C(c1c[nH]c(C(=O)N2CCN(Cc3ccccc3)CC2)c1)C1CCCCC1,·,-3,·,·,2,-1,·
CCN1C(=O)[C@@H]2Cc3c([nH]c4ccccc34)C(c3cc(OC)c(OC)c(OC)c3)N2C1=S (stereo partly specified),5,1,5,15,-5,-3,-12
CCn1c(SCC(=O)Nc2ccc(NC(=O)c3ccco3)c(OC)c2)nc2ccccc2c1=O,-90,·,14,0,4,·,-3
CCc1cccc2c(C(=O)CSc3nncn3C)c[nH]c12,5,8,4,7,-7,3,11
COc1ccc(C(=S)N2CCCC2)cc1,4,·,-3,6,-4,·,4
O=C(CN1CCOCC1)NC[C@@H]1N[C@@H](CO)[C@H]1c1ccc(-c2ccccc2)cc1,-13,-1,1,42[16.7 µM],-5,3,2
O=C(OCc1c(-c2ccccc2)ncc2ccccc12)c1ccc(Br)cc1,16,·,2,3,-1,-2,-3
CNC(=O)C(=O)NCC1OCCCN1S(=O)(=O)c1ccc(F)cc1C (stereo unspecified),·,0,-3,-3,-6,-17,·
Cc1cc(C)c2cc(C(=O)N(C)C3CCN(C)CC3)[nH]c2c1,·,3,6,-2,-3,0,·
CCC(C)(C)n1nnnc1CN(Cc1cccs1)Cc1cc2cc(OC)ccc2[nH]c1=O,·,-2,·,·,-4,8,·
C[C@H](CO)N1C[C@H](C)[C@@H](CN(C)S(=O)(=O)c2ccc(Oc3ccccc3)nc2)OCc2cn(nn2)CCCC1=O,-6,-3&-4,2,0,·,8&5,2
C[C@@H]1CN([C@H](C)CO)C(=O)c2cccc(NS(=O)(=O)c3ccccc3)c2O[C@@H]1CN(C)Cc1ccc(Cl)c(Cl)c1,-6,0,4,-10[16.7 µM],1,4,-1
O=C(Nc1nc(-c2ccc(F)c(F)c2)cs1)Nc1ccc(F)cc1F,-15,-2,1,-5,-3,-2,20
O=C(CCSc1nc(-c2ccco2)cc(C(F)(F)F)n1)N1CCCc2ccccc21,21,·,1,2,0,·,5
Cc1cccc(NC(=O)C(C)Sc2nnc(-c3cccnc3)o2)c1 (stereo unspecified),10,0,-2,-1,-21,-2,24
Cc1sc(NC(=O)c2ccccc2)c(C(=O)NC(C)C)c1C,·,-4,·,·,-7,3,·
COc1ccc(C(=O)N(Cc2ccco2)C(C(=O)NC2CCCC2)c2ccc(O)cc2)cc1OC (stereo unspecified),?,·,·,0,24,·,-4
COc1ccccc1C=NN=C(NN=Cc1ccccc1OC)NN=Cc1ccccc1OC,-7,·,-2,-7,2,4,36
Cc1cc(C)n(-c2n[nH]c(=O)c3ccccc23)n1,3,·,1,-3,-1,1,2
C[C@@H]1CN([C@@H](C)CO)C(=O)Cc2cc(NC(=O)Nc3ccc(F)cc3)ccc2O[C@@H]1CN(C)S(=O)(=O)c1cccs1,-2,1,0,5[16.7 µM],7,1,4
COc1cc(C)c(S(=O)(=O)N2CCCC2)cc1C(C)C,8,-1,·,24,6,0,-1
Cc1cc(Br)cn2c(Cc3cccc(F)c3)c(-c3cccc(Br)c3)nc12,1,0,0,8,·,1,-2
COc1ccc(-n2nc(C(=O)NCC(=O)N3CCN(c4ccccc4)CC3)c3ccccc3c2=O)c(OC)c1,9,0,-1,·,-5,-1,37
Cc1ccccc1NC(=O)NCC1CCN(C(=O)OC(C)(C)C)CC1,·,-1,·,·,-7,-1,·
C[C@@H]1CN([C@@H](C)CO)C(=O)c2cc(NC(=O)c3ccncc3)ccc2O[C@H]1CN(C)Cc1ccc(Cl)c(Cl)c1,-11,0,-1,-7[16.7 µM],6,-8,-1
CCOC(=O)c1c(NC(=O)c2ccoc2C)sc(C(=O)N(C)C)c1C,·,·,2,2,-3,·,·

# 4 compounds drawn at random from the list so far, as already listed:
SMILES,C2C12 statin,SIRT5 block,Cneo AK release,miR122 inh,ARNT-TACC3 inh,ERp5 inh,esBAF inh
COc1cc(C)c(S(=O)(=O)N2CCCC2)cc1C(C)C,8,-1,·,24,6,0,-1
Cc1sc(NC(=O)c2ccccc2)c(C(=O)NC(C)C)c1C,·,-4,·,·,-7,3,·
C[C@@H]1CN([C@@H](C)CO)C(=O)Cc2cc(NC(=O)Nc3ccc(F)cc3)ccc2O[C@@H]1CN(C)S(=O)(=O)c1cccs1,-2,1,0,5[16.7 µM],7,1,4
Cc1cc(Br)cn2c(Cc3cccc(F)c3)c(-c3cccc(Br)c3)nc12,1,0,0,8,·,1,-2

# Later entries
SMILES,C2C12 statin,SIRT5 block,Cneo AK release,miR122 inh,ARNT-TACC3 inh,ERp5 inh,esBAF inh
Cc1ccc(NC(=O)CCn2cnc3ccccc3c2=O)cc1,2,-3,-23,0,-4,-1,0
O=C(C1CCC(CNS(=O)(=O)c2cccs2)CC1)N1CCCCC1 (stereo unspecified),-10,·,1,-1,1,·,8
COc1ccc(-c2cc(C(=O)N3CC4(C)CC3CC(C)(C)C4)no2)cc1 (stereo unspecified),-17,·,-1,5,-8,·,3
O=C(C1CCOCC1)N1C[C@H]2[C@@H](c3ccccc31)[C@@H](CO)N2Cc1ccc(Cl)cc1,16,2,6,-14[16.7 µM],-6,6,-2
COc1ccccc1N1CC(C(=O)OCC(=O)Nc2c(C)cccc2C)CC1=O (stereo unspecified),17,-2,-2,·,0,3,-2
C[C@H](CO)N1C[C@H](C)[C@@H](CN(C)Cc2ccc(F)cc2)Oc2ncc(C#CCN(C)C)cc2C1=O,28,-2,-2,-4[16.7 µM],-5,-4,-2
CC1(c2ccc(OC(F)F)cc2)NC(=O)N(CC(=O)NCCC2=CCCCC2)C1=O (stereo unspecified),5,-2,-2,-4,-2,-1,11
C[C@@H]1CN([C@@H](C)CO)C(=O)Cc2cc(NS(=O)(=O)c3cn(C)cn3)ccc2O[C@@H]1CN(C)S(C)(=O)=O,29,-11,0,-7[16.7 µM],-11,3,-1
O=C(NNC(=O)C1CCC1)c1ccccc1,0,-1,-1,2,·,-2,2
COC(=O)CSc1nnc(-c2ccco2)n1Cc1ccco1,-8,·,0,-1,9,·,-7
COc1ccc(-c2nnc(SCC(=O)N3CCCC3)o2)cc1,-8,2,·,-4,-6,0,45*
CN(C(=O)CSc1nc2ccccc2n1CCc1ccccc1)C1CCS(=O)(=O)C1 (stereo unspecified),·,·,4,6,5,·,10
CO[C@@H]1CN(C)C(=O)c2ccc(NC(=O)C3CC3)cc2OC[C@@H](C)N(C(=O)NC(C)C)C[C@H]1C,-1,-3,7,·,-4,2,-2
C/C(=N\NC(=O)c1nnn(-c2nonc2N)c1COc1ccc(F)cc1)c1ccc(Cl)cc1,·,-4,·,·,-5,1,·
COc1ccc(CC(=O)Nc2cccc(S(=O)(=O)N3CCCCCC3)c2)cc1OC,·,·,1,10,-2,·,·
CO[C@H]1CC[C@H]2CCN(C)C(=O)[C@@H](C)[C@H](OC)CN(C)C(=O)c3cc(C#N)ccc3OC[C@@H]1O2,0,16*,16,·,-1,-1,-2
CCCS(=O)(=O)N1CCCC(C(=O)NCCCN(C)c2ccccc2)C1 (stereo unspecified),-3,·,0,-1,-4,·,16
COc1ccc(NC(=O)C2=NN(C3CCS(=O)(=O)C3)C(=O)CC2)cn1 (stereo unspecified),·,0,·,·,3,-3,·
CNC(=O)c1cccc2nc3ccccc3nc12,·,-1,-4,-11,18,4,·
C[C@H](CO)N1C[C@H](C)[C@@H](CN(C)C(=O)Nc2ccc(C(F)(F)F)cc2)Oc2ccc(NC(=O)C3CCCCC3)cc2C1=O,-6&0,0&3,-2&2,-1[16.7 µM],-4&0,1&-11,5&-1
CC1CCN(Cc2cc(=O)oc3ccc(C(C)C)cc23)CC1,-2,-1,-1,-1,-9,2,-13
Cc1ccc(S(=O)(=O)N2CC[C@H]3[C@@H](CO)N(C)c4ccc(C#Cc5cccnc5)cc4[C@H]32)cc1,-25,·,-11,-8[16.7 µM],-1,·,1
COC(=O)c1ccccc1NC(=O)Cn1c(SC)c(F)cnc1=O,2,·,1,-3,-18,·,18
O=C(Nc1cccc(S(=O)(=O)N2CCCCC2)c1)C1CCCN1S(=O)(=O)c1ccccc1F (stereo unspecified),15,1,-1,49,3,-2,3
Clc1cccc(-c2nc(NCCCN3CCOCC3)c3ccccc3n2)c1,-13,0,-1,-3,5,-2,-7
